# Screening results: PubChem BioAssay, The Scripps Research Institute Molecular Screening Center
# TEAD-YAP block: TEAD-YAP interaction inhibition; HEK-TIYL cells, TEAD-Gal4/YAP UAS-luciferase luminescence; inhibition, % at 9.12 µM; hit rate 1.4% among 640,000; in the data active means inhibition above about 32%;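 further: 0% = median of test compound wells and 100% = reference inhibitor wells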
# MITF primary: human MITF inhibition, primary screen; inhibition, % at 2.6 µM; hit rate 0.91% among 650,000; O75030; AlphaScreen MITF homodimerization, bead proximity signal; in the data active means inhibition above about 50%;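 further: 0% = vehicle wells with protein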
# FBW7 act: human FBW7 E3 ligase activation, primary screen | normalized activity (activation), % at 26.1 µM | hit rate 0.13% among 650,000 | AlphaScreen FBW7–phospho-cyclin E peptide binding, activator screen | AID 1259310; in the data active means normalized activity above about 1.9%;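 further: purified mutant Fbw7 with reduced substrate affinity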
# Target sequence (Q969H0 whole entry, looked up): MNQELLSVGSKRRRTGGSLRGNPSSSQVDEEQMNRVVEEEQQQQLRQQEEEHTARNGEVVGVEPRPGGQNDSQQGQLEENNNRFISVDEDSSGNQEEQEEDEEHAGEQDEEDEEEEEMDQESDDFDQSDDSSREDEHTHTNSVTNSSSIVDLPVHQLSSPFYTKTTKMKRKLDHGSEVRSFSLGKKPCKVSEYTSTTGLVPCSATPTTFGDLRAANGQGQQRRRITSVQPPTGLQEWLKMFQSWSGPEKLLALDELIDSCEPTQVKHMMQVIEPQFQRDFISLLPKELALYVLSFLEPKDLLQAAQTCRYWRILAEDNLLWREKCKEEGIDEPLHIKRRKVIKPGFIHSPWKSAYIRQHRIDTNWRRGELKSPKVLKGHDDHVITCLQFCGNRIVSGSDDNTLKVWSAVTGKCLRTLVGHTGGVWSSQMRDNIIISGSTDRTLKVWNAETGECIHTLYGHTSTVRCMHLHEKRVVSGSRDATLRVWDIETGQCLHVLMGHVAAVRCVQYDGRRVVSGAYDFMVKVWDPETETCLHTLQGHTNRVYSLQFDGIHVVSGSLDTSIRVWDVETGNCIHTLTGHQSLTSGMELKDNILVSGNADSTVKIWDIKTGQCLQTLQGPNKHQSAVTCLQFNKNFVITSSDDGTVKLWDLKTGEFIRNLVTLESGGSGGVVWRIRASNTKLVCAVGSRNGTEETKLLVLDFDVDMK
# GPR151 ag: human GPR151 activation. Q8TDV0. PathHunter beta-arrestin GPR151 cells, luminescence. activation, % at 11.2 µM. hit rate 1% among 650,000; in the data active means activation above about 4.9%;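 further: 0% = median of compound wells and 100% = cells with positive control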
# * = called active by the depositor; & = joins results of further samples. Compounds were not picked by outcome; any-hit rate near 3.4%.
molecule	TEAD-YAP block	MITF primary	FBW7 act	GPR151 ag
Cc1ccccc1N(Cc1ccccc1)Cc1ccccc1	-14	-3	-0.1	-1.4
COc1ccc(CNc2nc(SCc3ccccc3Cl)nc3ccccc23)cc1	13	4	-0.1	0.2
O=C1c2ccccc2NC(c2ccc(Br)cc2)N1c1ccc2ccccc2c1 (centres undefined)	-38	9	0.0	-0.9
CC(=O)c1cccc(CN2CCCC(N3CCOCC3)C2)c1 (centres undefined)	0	-3	0.6	-2.4
O=Cc1ccc(OCC(=O)N2CCN(c3ccccc3)CC2)cc1	14	-2	0.1	0.6
COc1ccccc1CNC(=O)CSc1ccc(C)cc1	-5	3	-0.1	1.2
CCOC(=O)c1c(C)[nH]c(C)c1C(=O)CN1c2cccc3cccc(c23)S1(=O)=O	-2	0	-0.1	0.1
COc1ccc(N(C)S(=O)(=O)c2ccc3c(c2)oc(=O)n3C)cc1	3	20	-0.1	1.3

# Some of the entries so far, with values under each structure.
# Each structure is followed by: TEAD-YAP block, MITF primary, FBW7 act, GPR151 ag
- COc1ccc(CNc2nc(SCc3ccccc3Cl)nc3ccccc23)cc1
  13, 4, -0.1, 0.2
- O=C1c2ccccc2NC(c2ccc(Br)cc2)N1c1ccc2ccccc2c1 (centres undefined)
  -38, 9, 0.0, -0.9
- CC(=O)c1cccc(CN2CCCC(N3CCOCC3)C2)c1 (centres undefined)
  0, -3, 0.6, -2.4
- O=Cc1ccc(OCC(=O)N2CCN(c3ccccc3)CC2)cc1
  14, -2, 0.1, 0.6
- COc1ccccc1CNC(=O)CSc1ccc(C)cc1
  -5, 3, -0.1, 1.2

# Next compounds
molecule	TEAD-YAP block	MITF primary	FBW7 act	GPR151 ag
COc1ccc(/C=C2\N=C(c3ccc(Br)cc3)OC2=O)cc1OC	8	3	0.2	-0.7
CC1CN(CCC(=O)Nc2ccc3c(c2)OCO3)CC(C)O1 (centres undefined)	-3	3	0.2	-0.1
COc1ccccc1N1CCN(c2ncc(C(=O)N(C)c3ccc(F)cc3)c3ccccc23)CC1	11	19	0.2	-1.2
CC(C)c1ccc(/C=C2/NC(=O)NC2=O)cc1	-26	1	-0.1	-0.1
O=C(Nc1c2c(nn1-c1ccc(Cl)cc1)CSC2)c1ccco1	-4	-6	0.0	2.7
C=CCOC(=O)/C(=C\c1ccc(OC)cc1)NC(=O)c1ccco1	-5	8	0.0	-1.2
O=C(CN1CCN(c2ccccc2F)CC1)N1CCCc2ccccc21	7	53*	-0.1	2.1
S=C(NCC1CCCO1)Nc1ccc(I)cc1 (centres undefined)	-45	1	-0.1	1.9
COc1nn(C)cc1C(=O)NCC(=O)Nc1ccccn1	6	0	-0.2	0.0
CCN(CC)S(=O)(=O)c1ccc2c(c1)nc(CCC(=O)OCC(N)=O)n2C	6	-8	0.0	0.2
CCN(CC)C(=O)/C(=C/c1ccccc1)C(C)=O	2	-4	-0.2	1.2
Cc1nc2sc(C(c3ccc(C(C)C)cc3)N3CCN(C)CC3)c(O)n2n1 (centres undefined)	0	-6	-0.1	-0.6
O=C1CCN(Cc2cn[nH]c2-c2ccc(Cl)cc2)CCN1CC1CC1	14	22	1.3	-1.0
CC1=C(C#N)C(=O)N(C)C(=O)/C1=C/c1ccc(-c2ccc(Br)cc2C(=O)O)o1	5	1	-0.1	1.5
COc1cc(NC(=O)c2ccccc2Br)ccc1NC(=O)c1ccco1	-42	12	0.0	0.4
Cn1c2c(c(=O)n(C)c1=O)C(c1cccc(Cl)c1)C1=C(CC(C)(C)CC1=O)N2 (centres undefined)	6	2	-0.2	0.0
Cc1ccc(-c2nc3ncccc3o2)cc1NC(=O)COc1cccc(C)c1C	-15	-10	-0.1	-0.1
COCCn1c(SCC(=O)NC2CCCCC2)nnc1-c1c[nH]c2ccccc12	2	2	-0.1	-0.3
O=C(c1c(Cl)cccc1Cl)N1CCCCC1	-6	1	-0.1	-0.5
CCc1nnc(NC(=O)NCN2C(=O)C3C4C=CC(C4)C3C2=O)s1 (centres undefined)	6	-3	0.1	-0.4
O=C(Nc1ccc(O)cc1)c1ccc(Cl)c(S(=O)(=O)N2CCOCC2)c1	-1	3	-0.2	0.8
O=C(CNc1ccc(Br)cc1)N/N=C/c1cc([N+](=O)[O-])ccc1O	31	14	-0.8	-0.8
CC(CC(=O)O)c1ccc2c(c1)n(C)c(=O)n2C (centres undefined)	-4	9	0.0	-0.3
OC(c1ccc(Cl)cc1)c1ccc(-n2ccnc2)cc1 (centres undefined)	16	-4	-0.1	0.9
N#CC1=C(N)Oc2n[nH]c(-c3ccc4c(c3)OCO4)c2C1c1ccco1 (centres undefined)	1	1	-0.1	0.9
CCOc1ccc(CNCc2c(C(=O)O)n(CC)c3cc(C)ccc23)cc1	13	8	0.3	2.0
COCCCNC(=O)Cn1nnc(-c2ccc(NC(=O)c3ccco3)cc2)n1	-9	16	0.0	0.1
O=C1NC(=Nc2ccccc2Cl)S/C1=C/c1ccc(/C=C2/SC(=Nc3ccccc3Cl)NC2=O)cc1	3	8	0.0	0.2
CC(=O)N1CCN(c2ncnc3c2nnn3Cc2ccccc2)CC1	1	2	0.0	0.4
CC1=C(C(=O)N2CCc3ccccc32)C2(CCC(C)CC2)OC1=O (centres undefined)	2	0	0.5	1.0
CCCC1(C2CCN(C(=O)c3cc(C(C)C)on3)CC2)NC(=O)N(Cc2ccco2)C1=O (centres undefined)	7	9	0.1	-0.4
CCc1ccc(C2C(C#N)=C(N)N(c3ccc(F)cc3)C3=C2C(=O)CCC3)s1 (centres undefined)	-2	-8	-0.2	-0.7

# Pulled by structure from the list above (two):
molecule	TEAD-YAP block	MITF primary	FBW7 act	GPR151 ag
COCCCNC(=O)Cn1nnc(-c2ccc(NC(=O)c3ccco3)cc2)n1	-9	16	0.0	0.1
CC1=C(C(=O)N2CCc3ccccc32)C2(CCC(C)CC2)OC1=O (centres undefined)	2	0	0.5	1.0

# Additional compounds follow.
molecule	TEAD-YAP block	MITF primary	FBW7 act	GPR151 ag
COc1ccc(C2C3=C(CC(C)(C)CC3=O)OC3=C2C(=O)CC(C)(C)C3)cc1CN1CCOCC1	6	0	-0.4	2.3
COC(=O)Nc1nc2ccc(-c3n[nH]c(=O)c4ccccc34)cc2[nH]1	5	7	0.6	-1.1
Cn1cnnc1Sc1ccc(CN2CCCC(CO)(Cc3ccccc3)C2)o1 (centres undefined)	-2	9	0.3	-2.0
Clc1ccc2nc(CSc3nnc(-c4c[nH]c5ccccc45)o3)cn2c1	-4	-9	-0.1	-0.7
O=C(Nc1ccccc1)c1cc(S(=O)(=O)Nc2ccc(F)cc2)cs1	7	-1	0.1	0.0
COc1ccc(OC)c(CCNCc2c(C(=O)O)n(C)c3cc(C)ccc23)c1	14	-1	0.1	0.2
Cc1c(NS(=O)(=O)c2ccc(Cl)c(Cl)c2)c(=O)n(-c2ccccc2)n1C	3	7	-0.1	1.7
CC(=O)Nc1ccc(Nc2cc(-c3ccc(C(=O)NC4CC4)cc3)nc(N)n2)cc1	-3	-12	0.1	-0.1
O=C(Nc1cccc(OC(F)(F)C(F)C(F)(F)F)c1)c1cccnc1 (centres undefined)	-14	-9	0.3	2.8
CCOC(=O)C1CCN(C(=O)CN(c2cc(Cl)ccc2Cl)S(C)(=O)=O)CC1	2	-5	-0.3	-0.1
COc1ccc(N2CCN(C(=O)c3ccc(Cl)c([N+](=O)[O-])c3)CC2)cc1	-9	1	-0.1	0.5
COc1ccc(CN2C(=O)C3(OCCCO3)c3ccccc32)cc1	-4	9	-0.1	-1.8
Cn1c(SCC(=O)Nc2sc3c(c2C(N)=O)CCC3)nnc1-c1ccc(F)cc1	1	6	0.0	0.4
O=C(NC1CCCC1)c1noc2c1CCCCC2	-56	4	0.0	1.4
CS(=O)(=O)N1CCN(C(=O)c2c(F)cccc2F)CC1	4	4	0.0	0.7
COc1ccc2c(c1)CC(C(=O)Nc1ccc(-c3cn[nH]c3)c(OCCN(C)C)c1)CO2 (centres undefined)	-3	9	0.0	-0.5
CC(=O)N/N=C/c1ccc(-c2ccc([N+](=O)[O-])cc2Br)o1	8	-25	-0.2	-1.5
CCOc1ccc(CC(=O)Nc2c(C(=O)c3ccccc3)oc3ccccc23)cc1OCC	9	3	0.0	0.3
Cc1cc(C)n2nc(CC(=O)NC3(c4ccccc4)CCCC3)nc2n1	-1	-2	-0.2	0.1
CCN(CC)CC(=O)Nc1c(C)cccc1C	-6&-10&-3	-11&1&-5&22	-0.1&0.2&0.1&0.0	-0.5&1.9&-0.2&-1.7
COc1ccc(C2NC(=O)NC(O)(C(F)(F)F)C2C(=O)c2ccc(F)cc2)cc1 (centres undefined)	17	3	0.5	0.0
Cc1nc(NCc2ccc(F)cc2)nc(N2CCCC2)c1[N+](=O)[O-]	1	11	-0.3	0.4
O=C1CCCN2N=C(SCC(=O)Nc3cccc4ccccc34)SC2=N1	3	14	-0.1	-0.1
O=C(O)COCC(=O)Nc1nncs1	2	7	-0.1	0.2
COCCNC(=S)Nc1cnc2ccccc2c1	-45	2	-0.1	-1.0
CC(C)C(=O)Nc1cccc(C(=O)Nc2ccccc2)c1	-19	-2	-0.2	-0.3
CCOc1ccc(C2NC(=O)NC(C)=C2C(=O)Nc2ccccc2OCC)cc1 (centres undefined)	-6	0	-0.1	-1.0
O=C(NCc1ccc(Cl)cc1)c1ccc(Cl)cc1[N+](=O)[O-]	3	9	0.0	-0.7
O=C(CS(=O)(=O)c1ccccc1)Nc1nc(-c2ccc3c(c2)OCO3)cs1	-12	14	0.2	2.4
Cn1c(=O)c2c(ncn2Cc2ccccc2C#N)n(C)c1=O	8	0	0.5	0.3
Nc1nnc(COc2ccccc2Cl)s1	-6	8	0.0	1.2
O=S(=O)(NCc1ccccn1)c1ccc(-c2ccc(S(=O)(=O)NCc3ccccn3)cc2)cc1	12	7	0.1	-0.5
CCCCN1C(=O)C(=O)N(CC(=O)Nc2ccccc2C(C)=O)C1=O	10	-5	-0.1	0.4
CC(C)(C)OC(=O)N/N=C\c1nc2ccccc2[nH]1	-74	7	-0.1	1.0
O=C(c1cccs1)N1CCN(c2ccc([N+](=O)[O-])c(N3CCOCC3)c2)CC1	19	8	0.1	2.3
CCN(CC)S(=O)(=O)c1cccc(S(=O)(=O)c2ccccc2)c1	13	2	0.1	0.1
COCc1cc(OC)c(OC)cc1[N+](=O)[O-]	3	3	0.1	-0.2
CCOC(=O)C1CCN(C(=O)COc2ccc(C(C)(C)C)cc2Br)CC1	-12	-8	-0.2	0.6
CC(=O)Nc1ccc(NC(=O)c2ccc(S(=O)(=O)N3CCCC3)cc2)cc1	2	4	0.2	0.3
COc1ccc(NC(=O)/C(=C\c2ccc3c(c2)OCO3)NC(=O)c2ccccc2Cl)cc1Cl	-4	-4	0.0	1.7
O=C(NN1C(=O)/C(=C\c2ccc3c(c2)OCO3)SC1=S)c1ccc([N+](=O)[O-])cc1	8	17	0.6	0.6
CCOC(CNC(=O)C(Cc1ccccc1)n1c(=S)[nH]c2ccccc2c1=O)OCC (centres undefined)	6	8	-0.1	-0.3
NC(=O)c1ccc(-c2cccc(C(=O)NCc3nc4ccccc4[nH]3)c2)cc1	-13	2	-0.1	0.4
Cc1cc(Cl)c(S(=O)(=O)NCCc2ccccc2)cc1OCC(N)=O	4	2	0.1	-0.6
NC(=O)NCC12CC3CC(CC(C3)C1)C2	-7	-9	0.0	1.4
O=C1NC(=S)N/C1=C\c1ccc(O)cc1	10&7	5&5	0.1&0.0	1.7&1.1
Cc1cc(C)c(S(=O)(=O)N2CCC(C(=O)Nc3ccc(C(N)=O)cc3)CC2)c(C)c1	-30	-8	-0.4	-0.7
CCCS(=O)(=O)c1nc(S(=O)(=O)c2ccc(C)cc2)c(NC)s1	-5	-1	0.0	0.1
CCOc1ccccc1NC(=O)C1=C(C)NC(=S)NC1c1ccc(Br)cc1 (centres undefined)	0	2	-0.2	0.6
O=C(Nc1ccccc1-c1ccccc1)C1CCN(c2cnccn2)CC1	0	0	-0.1	-0.3
O=C(CN1N=C(c2ccccc2)Cn2c(cc3sccc32)C1=O)NC1CCCC1	6	12	0.1	-0.1
COc1ccccc1C(=O)NCc1nnc(SCC(=O)N2N=C(c3cccs3)CC2c2ccc(F)cc2)n1-c1cccc(Cl)c1 (centres undefined)	-8	-6	-0.1	-1.2
Cc1ccc2nc(NCCCNC(=S)NCCCN(C)C)c(C#N)cc2c1	-6	-16	0.3	-0.3
C#CCSc1nc2ccccc2c(=O)[nH]1	-8	-1	-0.1	-0.7
COc1ccccc1NC(=O)CC1S/C(=N\N=C(/C)C2CCCCC2)NC1=O (centres undefined)	-11	-5	-0.1	-0.9
COc1ccccc1Nc1nc2nonc2nc1N1CCC(C)CC1	-4	9	0.3	0.1

# New compounds follow:
molecule	TEAD-YAP block	MITF primary	FBW7 act	GPR151 ag
Cc1ccc(NC2=NCC(=O)N2Cc2ccc3c(c2)OCO3)cc1	-4	-8	0.1	1.6
Cc1cc2ccccn2c1C(=O)c1ccc(S(=O)(=O)N2CCOCC2)cc1	4	0	-0.2	1.1
COc1ccc(CNC(=O)CNC(=S)N(Cc2ccccc2)Cc2ccc(C)o2)cc1	-8	-4	-0.1	-0.9
CCCCCOC(=O)C1=C(C)NC2=C(C(=O)CCC2)C1c1ccc(OC)c(OC)c1 (centres undefined)	-7	0	0.6	-0.7
Oc1c(Cl)cc(Cl)cc1Sc1cc(Cl)cc(Cl)c1O	11	6	0.0	0.1
